BRCA1 expr up: BRCA1 expression activation; 380,000 tested, 1.1% active; Potency, µM (series often up to 46.1 µM), for the others: at the top dose activation, hits mostly activators; MCF7-BRCA1-FFLuc reporter, luminescence, 48 h; response scale: scaled: vehicle 0%, 10 µM genistein 100%; note: nearly all actives have a fitted effect of over 80% in size; some results filed as inactive show a strong effect at the top dose
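Luminescence from a BRCA1-driven firefly luciferase in MCF7 cells was read after 48 h compound exposure at 37 C. Data normalized against DMSO and a 10microM genistein activation control, then curve-fitted across the titration.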
ELG1 genotoxic: induces genotoxicity in HEK293T cells with luciferase-tagged ELG1 | HEK293T ELG1-luciferase reporter, luminescence, 16 h | Potency, µM (doses to about 46 µM), for the others: top-dose activity change, positive = activation, hits mostly activators | 330,000 tested, 1.3% active; note: % of control where 0% means no effect; nearly all actives have a fitted effect of over 60% in size
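Cells (2,000/well) expressing the ELG1-luciferase fusion are dosed by pin tool and kept 16 hr at 37 °C, 5% CO2. Signal comes from ONE-Glo luciferase reagent after 30 min at room temperature.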
Gal4-VP16 FLuc: Gal4-VP16 reporter inhibition counter-screen. 310,000 tested, 3.5% active. Potency, µM (titrated, usually from 53.6 µM), for the others: at the top dose activity, negative = inhibition, usual class: inhibitors. AID 2546. Drosophila S2 Gal4-VP16 UAS-luciferase, luminescence, 20 h;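 note: Gal4-VP16 expression switched on by copper sulfate through the metallothionein promoter; % is set by controls: 0 for no effect and ±100 for the full control effect; nearly all actives have a fitted effect of over 50% in size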
MBNL1 CUG block: MBNL1-poly(CUG) RNA binding inhibition; Q9NR56; TR-FRET MBNL1-His/biotin-(CUG)12 binding, 665/545 ratio; Potency, µM (top dose mostly 57.5 µM), for inactives: at the highest dose activity change, negative = inhibition, most hits filed as inhibitors; 280,000 tested, 0.036% active; AID 2675; active = well fitted inhibition curve with a large enough effect in the signal ratio, with a control signal flat, not every such curve was filed as active; inconclusive = small, poorly fitted or top-dose-only effect, or effect the other way, or a change in a side signal; inactive = no such curve, though single readings can be large or run the other way; the % refers to the signal ratio; note: % is set by controls: 0 for no effect and ±100 for the full control effect
Target sequence (Q9NR56 whole entry, looked up): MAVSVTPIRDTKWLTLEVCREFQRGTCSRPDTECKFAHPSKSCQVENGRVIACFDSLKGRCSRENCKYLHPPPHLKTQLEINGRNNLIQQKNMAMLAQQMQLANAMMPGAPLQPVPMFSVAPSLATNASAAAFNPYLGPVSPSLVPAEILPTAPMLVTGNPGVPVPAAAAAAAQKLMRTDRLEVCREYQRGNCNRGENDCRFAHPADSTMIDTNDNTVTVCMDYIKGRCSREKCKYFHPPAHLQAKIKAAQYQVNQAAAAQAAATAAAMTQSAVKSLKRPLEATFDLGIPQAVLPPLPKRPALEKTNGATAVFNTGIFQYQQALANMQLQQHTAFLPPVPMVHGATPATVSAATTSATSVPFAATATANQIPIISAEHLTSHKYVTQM
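MBNL1-His + Biotin-(CUG)12, cpd titration 92 nM–58 uM; Tb anti-His Ab 0.055 ng/ul, SA-XL665 5 nM (final); 60 min RT; ratiometric 665/545 nm, Ex 340 nm; normalized to buffer and full-complex controls.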
CXXC DNA block: MLL CXXC-DNA interaction inhibition. Q03164. Potency, µM (top dose mostly 115 µM), inactives show top-dose activity change, negative = inhibition, actives largely listed as inhibitors. MLL-CXXC / FITC-HOXA9 DNA fluorescence polarization. 290,000 tested, 0.037% active; active = well fitted inhibition curve with a large enough effect in the polarisation, with a control signal flat, not every such curve was filed as active; inconclusive = small, poorly fitted or top-dose-only effect, or effect the other way, or a change in a side signal; inactive = no such curve, though single readings can be large or run the other way; the % refers to the polarisation
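Purified MLL-CXXC (added from a 7 uM solution) was preincubated 5 min at ambient with pinned compounds in 50 mM Tris-HCl pH 7.5, 50 mM NaCl, 1 mM DTT, 0.05% BSA. Fluorescein-labeled HOX-A9 DNA (50 nM solution) followed, 30 min, then polarization read.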
Rab9 prom act: activates the Rab9 promoter | Huh7 Rab9 promoter-luciferase reporter, luminescence, 24 h | AID 485297 | 320,000 tested, 2.8% active | Potency, µM (top dose mostly 9.22 µM), for inactives: at the top dose activation, negative = inhibition, hits mostly activators; note: % of control where 0% means no effect; nearly all actives have a fitted effect of over 60% in size
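Huh7 cells stably carrying Rab9 promoter–luciferase reporter, plated 1500 cells/well, compound added after 2 h and incubated 24 h at 37 °C; luciferase luminescence then read after 10 min with detection reagent.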
RORgamma inh: blocks mouse ROR gamma transcriptional activity | 310,000 tested, 5.4% active | Potency, µM (series often up to 53.6 µM), for the others: at the top dose activity change, negative = inhibition, actives largely listed as inhibitors | Drosophila S2 Gal4-RORgamma UAS-luciferase reporter, 20 h | P51450; note: % is set by controls: 0 for no effect and ±100 for the full control effect; nearly all actives have a fitted effect of over 60% in size
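Drosophila Schneider cells stably carrying a metallothionein-driven Gal4 DBD–ROR gamma fusion and a UAS-Photinus luciferase reporter were exposed to compound for 1 hr, then induced with copper sulfate (700 uM final) for 20 hr at ambient temperature before luminescence reading.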
NPC1 prom act: activators of NPC1 promoter; Potency, µM (titrated, usually from 9.22 µM), for the others: at the highest dose activation, actives largely listed as activators; AID 485313; 320,000 tested, 2.4% active; Huh7 NPC1 promoter luciferase reporter, 24 h;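 note: % of control where 0% means no effect; nearly all actives have a fitted effect of over 60% in size; reporter is driven by a mutant NPC1 promoter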
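Compounds in DMSO were transferred onto Huh7 NPC1-luciferase reporter cells pre-incubated 2 h; after 24 h at 37 °C, Amplite reagent was dispensed and luminescence recorded 10 min later.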
p53 reactivation: re-activators of mutant p53. H1299 p53-A138V BP100-luciferase reporter, luminescence, 24 h. Potency, µM (highest dose often 92.2 µM), for inactives: at the highest dose activity change, positive = activation, most hits filed as activators. 320,000 tested, 0.063% active. AID 504706; note: % of control where 0% means no effect; nearly all actives have a fitted effect of over 45% in size
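p53-null H1299 cells stably carrying temperature-sensitive p53-A138V and a BP100-luciferase reporter were pinned with compounds (4-point, 1:5 series) and held 24 hrs at 37 deg C. Luminescence was read 10 min after detection reagent.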
uPA generation: cell surface uPA generation inhibition. cell surface uPA generation assay, qHTS. Potency, µM (titrated, usually from 38.3 µM), for the others: at the top dose activity change, negative = inhibition, usual class: inhibitors. 330,000 tested, 0.31% active; active = well fitted inhibition curve with a large enough effect; inconclusive = small, poorly fitted or top-dose-only effect; inactive = no such curve, though single readings can be large or run the other way; tested in mouse RAW 264.7 cells; note: % is set by controls: 0 for no effect and ±100 for the full control effect; nearly all actives have a fitted effect of over 55% in size
FLuc counter: inhibits or activates purified firefly luciferase, miR-21 counter-screen; P08659; purified FLuc, Km substrates, luminescence inhibition; Potency, µM (top dose mostly 57.5 µM), for the others: at the highest dose activity change, negative = inhibition, usual class: inhibitors; 360,000 tested, 6.9% active;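 note: plate controls were vehicle for no effect and reference inhibitor for full effect; nearly all actives have a fitted effect of over 55% in size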
Target sequence (P08659 whole entry, looked up): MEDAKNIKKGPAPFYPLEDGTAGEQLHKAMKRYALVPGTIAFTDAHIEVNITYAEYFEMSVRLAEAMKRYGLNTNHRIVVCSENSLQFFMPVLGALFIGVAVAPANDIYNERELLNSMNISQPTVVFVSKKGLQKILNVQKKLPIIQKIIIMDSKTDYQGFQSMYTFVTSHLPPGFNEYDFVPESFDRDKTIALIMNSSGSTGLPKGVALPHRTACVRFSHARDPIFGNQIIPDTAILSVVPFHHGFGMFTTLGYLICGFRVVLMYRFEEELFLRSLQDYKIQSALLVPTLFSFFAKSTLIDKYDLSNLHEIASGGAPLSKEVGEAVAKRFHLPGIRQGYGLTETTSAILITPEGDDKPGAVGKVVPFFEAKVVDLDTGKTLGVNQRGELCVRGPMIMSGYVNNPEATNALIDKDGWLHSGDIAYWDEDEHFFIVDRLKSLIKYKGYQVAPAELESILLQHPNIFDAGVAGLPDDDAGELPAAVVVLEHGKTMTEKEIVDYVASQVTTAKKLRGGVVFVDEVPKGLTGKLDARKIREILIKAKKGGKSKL
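Biochemical qHTS of compounds, final roughly 60 µM downward over six points, against 10 nM purified firefly luciferase using Km concentrations of substrates (10 uM D-luciferin, 10 uM ATP) in Tris acetate pH 7.5 buffer; luminescence output.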
Starred values were filed as active, the others as inactive; ? = inconclusive; / = no result given; [ ] = remark or other dose. Unless noted, calls come from the whole dose curve; as a rule, active = well fitted curve in the direction sought with a large enough effect; inconclusive = small, poorly fitted or top-dose-only effect, or another doubt; inactive = no such curve, though single readings can be large; an effect the other way counts as inactive or inconclusive. Potency is the fitted concentration of half-maximal effect.

Molecule,CXXC DNA block,FLuc counter,Gal4-VP16 FLuc,NPC1 prom act,uPA generation,ELG1 genotoxic,p53 reactivation,RORgamma inh,Rab9 prom act,BRCA1 expr up,MBNL1 CUG block
CCC(C)[C@H](NC(=O)Nc1ccc(S(N)(=O)=O)cc1)C(=O)OC (stereo not given in full),-13%,0%,8%,-4%,1%,-3%,1%,-1%,-1%,-2%,-3%
CC1CCN(CC(=O)NCc2ccco2)CC1,2%,4%,7%,-7%,-1%,1%,2%,7%,-3%,-2%,-3%
O=C(NCCCN1CCCC1=O)c1cc2ccccc2o1,/,-3%,/,0%,6%,4%,4%,/,1%,21%,/
CCOC(=O)c1c(N)sc2c1CCC1C(=O)N(C3CCCCC3)C(=O)C21 (stereo not given),0%,-16%,24%,1%,1%,?,?,?,3%,27%,5%
CCCCNc1nnc(SCC(=O)c2c[nH]c3ccccc23)s1,6%,-2%,-1%,0%,6%,0%,8%,?,-5%,-15%,/
CCOC(=O)c1c2ccccc2[n+]([O-])n1CCO,/,0%,/,5%,-15%,1%,-1%,/,-30%[inhibitor],18%,/
O=C(NCCOc1ccccc1)c1cc(C(=O)NCCOc2ccccc2)cc([N+](=O)[O-])c1,5%,3%,-2%,1%,6%,-6%,1%,?,-11%,-67%,?
COc1ccc2c(c1)c(CC(=O)Nc1nnc(C3CC3)s1)c(C)n2C(=O)c1ccc(Cl)cc1,-5%,-6%,-10%,-2%,4%,-7%,2%,3%,-1%,-56%,-4%
CCNC(=S)Nc1cc(-c2ccc(Cl)cc2)[nH]n1,51%[activator],?,11µM*,3%,2%,-1%,13%,6.3µM*,-13%,7%,7%
COc1ccccc1C(=O)NCC(=O)N=Nc1c(O)n(C(C)C)c2ccccc12,-2%,5%,2%,0%,4%,-7%,1%,-5%,5%,-5%,?
COc1ccc(NC(=O)NNS(=O)(=O)c2ccc(OC)c(OC)c2)c(OC)c1,?,0%,-11%,-5%,-16%,-1%,-1%,3%,-1%,-25%,-2%
COc1ccccc1NC(=O)NCCCCc1ccccc1,14%,?,10%,0%,-2%,0%,14%,-16%,7%,27%,0%
Cn1c(SCC(=O)N2CCc3ccccc3C2)nnc1-c1ccncc1,5%,2%,-4%,-5%,-8%,2%,-6%,-8%,-1%,-2%,?
CCOC(=O)C1=C(c2ccccc2)O/C(=C(\C(=O)OC)C(F)(F)F)S1,-2%,0%,-2%,4%,-1%,-4%,0%,4%,-2%,-16%,4%
O=C(c1ccc(Br)cc1)c1cc(-c2ccccn2)c(N2CCOCC2)s1,-6%,0%,-4%,0%,6%,-8%,-20%,11%,-3%,2%,?
CC(C)(C)OC(=O)NCCc1nnc(SCC(=O)Nc2cccc(Cl)c2)o1,2%,?,-2%,0%,2%,-1%,3%,18%,-14%,7%,-6%
Cc1ccc(S(=O)(=O)N(Cc2ccc(Cl)cc2)c2ccccc2C(=O)NCc2ccco2)cc1,-2%,1%,0%,0%,-5%,-8%,-2%,84%,1%,-84%,2%
Cc1nnc(NC(=O)CCS(=O)(=O)c2ccccc2)s1,0%,0%,29%,1%,-8%,2%,10%,-36%,3%,11%,0%
O=C(Nc1ccc(F)cc1)c1nc[nH]c1C(=O)O,-11%,-6%,-6%,-7%,-7%,0%,-3%,0%,0%[1.84 µM],-5%,4%
Cc1cc(NC2CCCC2)n2nc(C)c(-c3ccccc3)c2n1,-12%,19µM*,5%,29%,1%,?,?,-44%,?,-18%,1%
Cc1ccc(N(C(=O)NC2CCCCC2)C2=NCCCCC2)cc1,4%,-14%,?,12%,1%,10%,?,40%,9%,47%,-1%
CCN1C(=O)CC(C(=O)OC)=C1C,-4%,1%,3%,-3%,5%,3%,3%,1%,0%,1%,1%
CC(C)Cn1c(N)c(C(=O)COC(=O)C2CCCN2C(=O)c2cccs2)c(=O)n(C)c1=O (stereo not given),/,3%,/,-6%,-3%,1%,-19%,/,0%,4%,/
CCN(CC(=O)Nc1c(F)cccc1F)C(=O)c1ccc(C#N)cc1,-2%,1%,2%,0%,4%,-4%,2%,0%,7%,-8%,9%
COc1ccccc1OCCCOc1ccc([N+](=O)[O-])cc1Cl,-5%,5.4µM*,1%,?,-6%,16%,25%,10%,4.5µM*,?,-10%
O=c1c(CN2CCN(c3ccccn3)CC2)coc2ccccc12,15%,1%,-11%,-4%,-6%,-2%,11%,4%,9%,-1%,16%
COc1cc2cc(C(=O)N3CCC(Cc4ccccc4)CC3)[nH]c2cc1OC,7%,-16%,0%,-2%,7%,4%,2%,-9%,9%,5%,1%
CN(CC(=O)Nc1ccc(Cl)cc1)S(=O)(=O)c1ccc2c(c1)n(C)c(=O)c(=O)n2C,-4%,2%,-2%,0%,3%,1%,7%,-23%,1%,-15%,44%[activator]
CC12CC(NC(=O)N1c1cccc(C(=O)N3CCN(c4ccccc4F)CC3)c1)c1ccccc1O2 (stereo not given),-23%,5%,-6%,-2%,0%,-16%,0%,15%,2%,0%,-4%
COc1ccc(CNC(=O)CN2C(=O)C3CCCN3c3ncc(Cl)cc32)cc1 (stereo not given),27%,-1%,-10%,-3%,7%,-2%,-3%,-4%,-4%,-23%,6%

2 entries from above, with two lines to a compound.
The line under a structure holds: CXXC DNA block	FLuc counter	Gal4-VP16 FLuc	NPC1 prom act	uPA generation	ELG1 genotoxic	p53 reactivation	RORgamma inh	Rab9 prom act	BRCA1 expr up	MBNL1 CUG block
> CC(C)Cn1c(N)c(C(=O)COC(=O)C2CCCN2C(=O)c2cccs2)c(=O)n(C)c1=O (stereo not given)
  /	3%	/	-6%	-3%	1%	-19%	/	0%	4%	/
> COc1ccccc1C(=O)NCC(=O)N=Nc1c(O)n(C(C)C)c2ccccc12
  -2%	5%	2%	0%	4%	-7%	1%	-5%	5%	-5%	?

Next part
Molecule,CXXC DNA block,FLuc counter,Gal4-VP16 FLuc,NPC1 prom act,uPA generation,ELG1 genotoxic,p53 reactivation,RORgamma inh,Rab9 prom act,BRCA1 expr up,MBNL1 CUG block
O=C(NCc1cccs1)C1CC(c2ccc(F)cc2)=NO1 (stereo not given),-9%,-18%,8%,12%,1%,/,28%,13%,26%,?,-7%
CCc1ccc(C(C(=O)NC(C)(C)CC)N(Cc2ccco2)C(=O)Cn2nnc3ccccc32)cc1 (stereo not given),-6%,2%,-18%,-6%,0%,1%,-1%,-5%,-10%,-21%,-10%
COC(=O)c1c(C)n(-c2ccccc2)c2ccc(O)cc12,-2%,-14%,6%,-4%,/,-1%,-4%,-21%,-1%,-62%,0%
CC1=NN(c2ccccc2)C(=O)C1C=Nc1ccccc1O (stereo not given),12%,?,4.5µM*,1%,-11%,1%,6%,2µM*,-2%,-42%,/
O=C(NCCN1CCCCC1)/C(=C/c1ccco1)NC(=O)c1ccccc1,?,-3%,-5%,0%,0%,-5%,-5%,3%,4%,7%,?
OCCNCc1cc(Br)ccc1OCc1ccc(Cl)cc1,0%,1%,-9%,3%,5%,-2%,-4%,27%,-4%,-34%,-7%
COc1ccc(OC)c(N(CC(=O)NCCSCc2ccc(C)cc2)S(C)(=O)=O)c1,-2%,-7%,-2%,0%,-5%,-7%,5%,4%,0%,0%,4%
Cc1nn(-c2nc3ccccc3[nH]2)c(=O)c2ccccc12,7%,0.076µM*,0.32µM*,?,-18%,?,-9%,0.18µM*,0.1µM*,-105%[inhibitor],0%
C/C(=N\OCC(=O)N/N=C/c1ccccc1O)c1cccs1,-2%,-13%,2.2µM*,1%,-7%,-5%,21%,1.1µM*,-1%,-54%,-1%
COc1ccc(/C=N/NC(=O)c2[nH]c3ccc(Br)cc3c2-c2ccccc2)cc1,19%,3%,11µM*,-13%,-5%,14%,22%,10µM*,-32%[inhibitor],-82%,3%
CCc1noc(C)c1C(=O)OCC(=O)N(CCOC)c1c(N)n(Cc2ccccc2)c(=O)[nH]c1=O,/,-1%,/,2%,0%,9%,-5%,/,13%,5%,/
COc1cccc(NC(=O)COC(=O)C2CCN(S(=O)(=O)c3cccs3)CC2)c1,9%,-7%,-21%,-1%,0%,-1%,-2%,-28%,3%,-1%,4%

From PubChem

The list is partial, so the mix of outcomes need not match the whole.
